# CIT2-GFP yeast: yeast TOR pathway CIT2-GFP modulation | S. cerevisiae CIT2-GFP strain, flow cytometry, 3 h; 100 means same as DMSO wells | GFP response vs DMSO, % at 10 µM | hit rate 0.065% among 320,000 | AID 2029;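 active = GFP response relative to DMSO above a set limit, near the screen mean plus 3 SD, cut at about 150% in these data; inconclusive = Fewer than 70 cells measured for a yeast strain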;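 note: ratio of well median GFP fluorescence to mean of DMSO wells on the plate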
# AGP1 TOR yeast: alters AGP1-GFP fluorescence in TOR pathway yeast screen | S. cerevisiae AGP1-GFP multiplex flow cytometry, 3 h; GFP as percent of DMSO wells | GFP response vs DMSO, % at 10 µM | hit rate 0.02% among 320,000;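 active = GFP response relative to DMSO above a set limit, near screen average plus 3 SD, cut at about 150% in these data; inconclusive = fewer than 70 cells counted for the yeast strain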;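 note: median GFP channel fluorescence of the gated AGP1 strain per well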
# VLA-4 inh: inhibition in a human VLA-4 binding assay | P13612 | VLA-4 expressing cells, ligand binding flow cytometry | inhibition, % (about 7 µM as worked out from the volumes in the protocol) | hit rate 0.2% among 330,000; in the data active = inhibition above about 50%
# GASC-1 inh: human JMJD2C demethylase inhibition; Q9H3R0; GST-JMJD2C(1-420) H3K9me3 demethylation, DELFIA europium; inhibition, % at 2.35 µM; hit rate 0.069% among 330,000; AID 2099;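 active = more than half of a compound's replicate wells show inhibition beyond 50%, single wells judged on their own value; inconclusive = some, but no more than half, of replicates pass 50% inhibition; inactive = no replicate passes 50% inhibition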;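 note: signal counts dimethyl H3K9 product captured on neutravidin plate; 0% = median of DMSO wells and 100% = 0.3 times that DMSO median; strong numbers were not always called active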
# Target sequence (Q9H3R0 1-420 limits assumed): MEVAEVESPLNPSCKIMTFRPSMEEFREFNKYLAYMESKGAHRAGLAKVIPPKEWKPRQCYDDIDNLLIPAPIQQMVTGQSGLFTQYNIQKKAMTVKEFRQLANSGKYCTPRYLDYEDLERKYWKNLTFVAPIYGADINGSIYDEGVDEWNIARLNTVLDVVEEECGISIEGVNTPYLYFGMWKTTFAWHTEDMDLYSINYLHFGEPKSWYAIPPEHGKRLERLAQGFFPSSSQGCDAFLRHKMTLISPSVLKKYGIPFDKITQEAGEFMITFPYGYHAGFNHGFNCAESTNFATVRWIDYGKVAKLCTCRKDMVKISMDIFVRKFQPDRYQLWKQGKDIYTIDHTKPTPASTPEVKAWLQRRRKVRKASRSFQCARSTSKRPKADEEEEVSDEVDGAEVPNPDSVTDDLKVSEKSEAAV
# GRK2 inh: inhibitors of human GRK2 displacing RNA aptamer | bead flow cytometry, FAM-aptamer displacement from GRK2 | hit rate 0.59% among 330,000 | inhibition of aptamer binding, % at 10 µM | AID 488847 | P25098;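 active = inhibition of aptamer binding above 40%, roughly 3 SD of noise, on plates passing a quality check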;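 note: median bead fluorescence of bound FAM aptamer so fluorescent compounds give negative values; no value below 0 was filed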
# LAP4-GFP MLPCN: modulators of TOR pathway LAP4-GFP in S. cerevisiae; S. cerevisiae LAP4-GFP multiplex, flow cytometry GFP, 3 h; median GFP as percent of DMSO wells; GFP response vs DMSO, % at 10 µM; hit rate 0.34% among 320,000; AID 2023;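 active = GFP response vs DMSO above a set limit, about the screen mean plus 3 SD, cut at about 150% in these data; inconclusive = under 70 cell events counted for the yeast strain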
# MEP2 TOR yeast: modulators of TOR pathway MEP2-GFP in S. cerevisiae. GFP response vs DMSO, % at 10 µM. hit rate 0.51% among 330,000. S. cerevisiae MEP2-GFP strain, flow cytometry GFP, 3 h; 100% = DMSO control level;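 active = GFP response versus DMSO above a set limit, roughly screen mean plus 3 SD, cut at about 180% in these data; inconclusive = fewer than 70 cells counted for a yeast strain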;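 note: median GFP fluorescence of the barcode-gated MEP2-GFP cells per well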
# RPL19A TOR yeast: alters RPL19A-GFP fluorescence in TOR pathway yeast screen | hit rate 0.3% among 330,000 | S. cerevisiae RPL19A-GFP strain, flow cytometry, 3 h; hits give low values | AID 2025 | percent response vs DMSO, % at 10 µM;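 active = percent response vs DMSO below 50%; inconclusive = fewer than 70 events counted for the yeast strain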;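 note: median channel GFP fluorescence of the barcoded RPL19A-GFP strain; ratio of sample median GFP to plate DMSO average so 100% = DMSO; lower means less RPL19A-GFP as with rapamycin TOR inhibition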
# Numbers without * were called inactive; ? = inconclusive; nt = no result given; & = joins results of further samples; [ ] = another dose, or the depositor's remark.
SMILES,CIT2-GFP yeast,AGP1 TOR yeast,VLA-4 inh,GASC-1 inh,GRK2 inh,LAP4-GFP MLPCN,MEP2 TOR yeast,RPL19A TOR yeast
O=C(NCc1cccnc1)C(=O)N/N=C/c1ccccc1[N+](=O)[O-],105,108,-1,1,2,94,104,103
COc1ccccc1-c1csc(Cc2nnc3n2CCCCC3)n1,108,106,-1,33,2,102,111,100
Cc1cc(=O)oc2cc(OCC(=O)OCC(=O)Nc3ccc4ccccc4c3)ccc12,110,98,-3,9,0,88,104,101
CC1CCCCC1Nc1ncnc2sccc12 (stereo unspecified),86,96,7,2,1,103,94,95
CCCCN=Cc1c(C)[nH]n(-c2ccccc2)c1=S,102,109,2,31,3,107,111,114
Cc1noc(C)c1CSc1nnc2scc(-c3ccc(Cl)cc3)n12,100,98,-3,1,0,109,110,99
COC(=O)C1=C(C(=O)OC)[C@@H]2N(C)c3ccc(OC)cc3[C@@]23C[C@@H](C(=O)OC)N(C(=O)COCc2ccccc2)C3=N1,82,83,9,1,2,104,91,96
Cc1ccc(NC(=O)NC2CC(=O)N(c3ccc4c(c3)OCCO4)C2)cc1 (stereo unspecified),107,106,11,1,1,112,106,100
COc1ccc(-n2ncc3c(=O)n(CC(=O)N4c5ccccc5CC4C)cnc32)cc1 (stereo unspecified),105,113,0,-10,0,97,108,100
COc1ccc(NC(=O)CSC2CCCCC2)cc1,105,102,6,-1,0,101,102,101
CCCCn1c(N)c(Sc2ccc([N+](=O)[O-])cc2)c(=O)[nH]c1=O,93,94,2,11,0,103,100,102
O=C(Nc1ccccc1)c1cccnc1N1CCOCC1,93,106,11,-4,2,82,95,98
CCOC(=O)c1ccccc1NC(=O)c1cccc([N+](=O)[O-])c1,82,97,8,-3,1,114,102,92
C/C(=N/NC(=O)c1cc(C2CC2)[nH]n1)c1cccs1,96,104,37,-9,1,103,100,102
Cc1ccc(NS(=O)(=O)c2ccc(NC(=O)C(C)Sc3ccc(Cl)cc3)cc2)c(C)c1 (stereo unspecified),103,97,14,-5,2,90,104,102
CC(C)(C)C(CCl)C(=O)NN=C(c1ccccc1)c1ccccc1 (stereo unspecified),99,94,-2,nt,0,92,87,94
CCOC(=O)c1ccc(Nc2c(OCC)c(=O)c2=O)cc1,96,101,31,3,1,110,92,98
CSc1n[nH]c(=S)n1N,98,105,3,nt,0,105,95,93
CC(=O)Nc1c2c(nn1-c1cccc(Cl)c1)CS(=O)C2 (stereo unspecified),99,102,-10,-2,0,96,103,99
Cc1ccc(S(=O)(=O)CCC(=O)OC2CC(C)OC2=O)cc1 (stereo unspecified),108,102,-3,0,0,105,98,103
Cc1ccc(SCCSc2nc(C)cc(=O)[nH]2)cc1,109,102,28,4,0,88,106,105
CC(NS(=O)(=O)c1ccc2c(c1)CC(=O)N2C)c1ccccc1 (stereo unspecified),103,101,3,-4,0,101,105,105
C=CCn1c(O)c(N=NC(=O)C(O)c2ccccc2)c2ccccc21 (stereo unspecified),94,97,-1,9,0,105,104,96
Cc1[nH]nc2c1C(=O)CCC2,105,96,1,-6,1,100,103,98
OC1(c2ccccc2F)CCN(Cc2nnnn2CCc2ccccc2)CC1,104,109,11,5,0,103,106,101
COc1ccc(-c2c[nH]c(=O)[nH]c2=O)cc1OC,99,105,10,-2,0,102,101,99
CC(C)C(c1nnnn1Cc1ccc(F)cc1)N1CCN(C(=O)c2ccco2)CC1 (stereo unspecified),104,103,-11,-1,0,105,98,96
Cc1csc(NC(=O)COc2ccc3c(c2)CCC3)n1,90,95,-16,nt,1,99,93,96
COc1ccc(S(=O)(=O)N(C)C[C@H]2Oc3c(NC(=O)CCC(F)(F)F)cccc3C(=O)N([C@H](C)CO)C[C@@H]2C)cc1,97,104,16,-4,0,109,101,97
Cn1c(CC(=O)Nc2ccc(F)cc2)c(Sc2ccccc2)c2ccccc21,102,102,-2,5,0,88,107,105

# Gathered by group: the entries above with an aryl methoxy group (6)
SMILES,CIT2-GFP yeast,AGP1 TOR yeast,VLA-4 inh,GASC-1 inh,GRK2 inh,LAP4-GFP MLPCN,MEP2 TOR yeast,RPL19A TOR yeast
COc1ccccc1-c1csc(Cc2nnc3n2CCCCC3)n1,108,106,-1,33,2,102,111,100
COC(=O)C1=C(C(=O)OC)[C@@H]2N(C)c3ccc(OC)cc3[C@@]23C[C@@H](C(=O)OC)N(C(=O)COCc2ccccc2)C3=N1,82,83,9,1,2,104,91,96
COc1ccc(-n2ncc3c(=O)n(CC(=O)N4c5ccccc5CC4C)cnc32)cc1 (stereo unspecified),105,113,0,-10,0,97,108,100
COc1ccc(NC(=O)CSC2CCCCC2)cc1,105,102,6,-1,0,101,102,101
COc1ccc(-c2c[nH]c(=O)[nH]c2=O)cc1OC,99,105,10,-2,0,102,101,99
COc1ccc(S(=O)(=O)N(C)C[C@H]2Oc3c(NC(=O)CCC(F)(F)F)cccc3C(=O)N([C@H](C)CO)C[C@@H]2C)cc1,97,104,16,-4,0,109,101,97

# The results go on.
SMILES,CIT2-GFP yeast,AGP1 TOR yeast,VLA-4 inh,GASC-1 inh,GRK2 inh,LAP4-GFP MLPCN,MEP2 TOR yeast,RPL19A TOR yeast
O=C(NNc1ccc([N+](=O)[O-])cc1)c1ccccc1Cl,99,104,-1,13,1,98,104,100
Cc1onc(-c2c(Cl)cccc2Cl)c1C(=O)N1C(C)CCCC1C (stereo unspecified),102,102,-15,-11,2,112,114,106
Cc1ccc(C(=O)NC2CCN(C(=O)N3CCOCC3)CC2)cc1,107,105,-4,-4,0,92,103,98
CCc1ccc(-c2cc(C(=O)Nc3ccc(S(=O)(=O)NC(C)=O)cc3)c3ccccc3n2)cc1,105,105,8,0,2,107,102,100
COc1cc(C)cc2oc(=O)c(CC(=O)N3CCN(C(=O)C4COc5ccccc5O4)CC3)c(C)c12 (stereo unspecified),98,100,3,-4,0,92,102,99
O=C(Nc1ccc(F)cc1)c1cc2cc(Cl)ccc2[nH]1,142,102,8,-18,58*,132,190*,105
CC(=O)c1ccc(NC(=S)NC(C)c2ccc(Cl)cc2Cl)cc1 (stereo unspecified),101,98,-9,-17,0,93,107,111
Nc1nnc(C(F)(F)F)s1,88,98,13,7,3,100,102,98
CC(=O)Nc1ccc(SC[C@H](Cc2ccccc2)N2CC[C@@H](C)CCC2=O)cc1,105,100,-2,-11,2,104,92,99
COc1cccc(Cn2nnc(C(=O)NCc3ccc(F)cc3)c2N)c1,101,103,10,4,0,97,101,96
COc1ccc(-c2cc(C3CCN(CC(O)C(F)(F)F)CC3)[nH]n2)cc1 (stereo unspecified),107,108,12,7,2,117,100,95
COc1ccc(C(=O)Nc2ccc(NS(=O)(=O)c3ccccc3)cc2)cc1OC,103,104,3,-4,2,105,95,98
COCCN(Cc1cc2ccccc2[nH]c1=O)C(=O)c1ccccc1OC,97,102,-5,-2,4,103,102,100
O=C1C(SC(F)(F)C(F)F)=C(C(F)(F)F)OC2C3C=CC(C3)C12 (stereo unspecified),102,99,-15,1,2,96,98,93
COc1cccc(C(c2sc3ncnn3c2O)N2CCc3ccccc3C2)c1 (stereo unspecified),95,98,3,25,4,107,95,97
O=C(c1cc(COc2ccc3ncccc3c2)on1)N1CCCC(O)C1 (stereo unspecified),95,97,10,-13,0,107,100,98
N#CC(c1ccncc1)(c1ncc(C(F)(F)F)cc1Cl)N1CCOCC1 (stereo unspecified),104,99,-16,-5,0,100,97,97
CC1=NN(C(=O)c2ccccc2Cl)C(O)(c2cccnc2)C1 (stereo unspecified),94,104,2,10,0,105,93,98
O=C1OC(c2ccc(F)cc2)=C/C1=C\c1ccc([N+](=O)[O-])o1,217*[may fluoresce green],99[may fluoresce green],-42,3,0,291*[may fluoresce green],647*[may fluoresce green],136[may fluoresce green]
Cc1ccc(C(=O)NNC(=O)Cc2cccs2)cc1,98,103,16,-7,0,94,95,100
CC(C)CNC(=S)NC(=O)c1csc([N+](=O)[O-])c1,nt,nt,-17,30,0,nt,113,105
CCC(=O)N(Cc1ccco1)c1nc(-c2ccccc2)cs1,91,101,0,6,0,91,99,97
COc1ccc(S(=O)(=O)N2CCC3(CC2)OCCN3S(=O)(=O)c2ccccc2)cc1OC,107,109,1,8,0,116,98,101
CC(=O)c1cccc(S(=O)(=O)NC2CCCCCC2)c1,104,101,-6,-17,4,102,103,103
O=C(COC(=O)C1C2CC3OC(=O)C1C3C2)Nc1ccc(F)cc1 (stereo unspecified),99,94,-6,-15,2,88,98,100
Cc1cc(=O)oc2cc(OCC(=O)N/N=C/c3ccccc3[N+](=O)[O-])ccc12,96,101,2,-11,0,94,89,105
CCOc1ccc(OCC)c(NC(=O)c2[nH]c(C)c(C(C)=O)c2C)c1,?,?,0,-10,0,101[may fluoresce violet],368*[may fluoresce violet],41*[may fluoresce violet]
O=C(c1ccc(Cl)c(S(=O)(=O)N2CCCCC2)c1)N1CCCC(C(F)(F)F)C1 (stereo unspecified),93,102,12,-6,0,101,94,100
CCOc1ccc(NC(=O)CCC(=O)O)cc1,93,98,19,22,0,101,102,97
Cc1ccc(N2CCN(S(=O)(=O)c3ccc(F)c(C)c3)CC2)c(C)c1,78,88,7,4,0,96,102,91

# Reprinted at random: three entries already listed
SMILES,CIT2-GFP yeast,AGP1 TOR yeast,VLA-4 inh,GASC-1 inh,GRK2 inh,LAP4-GFP MLPCN,MEP2 TOR yeast,RPL19A TOR yeast
CC(=O)c1ccc(NC(=S)NC(C)c2ccc(Cl)cc2Cl)cc1 (stereo unspecified),101,98,-9,-17,0,93,107,111
CCOC(=O)c1ccc(Nc2c(OCC)c(=O)c2=O)cc1,96,101,31,3,1,110,92,98
COc1ccc(-n2ncc3c(=O)n(CC(=O)N4c5ccccc5CC4C)cnc32)cc1 (stereo unspecified),105,113,0,-10,0,97,108,100

# Following part:
SMILES,CIT2-GFP yeast,AGP1 TOR yeast,VLA-4 inh,GASC-1 inh,GRK2 inh,LAP4-GFP MLPCN,MEP2 TOR yeast,RPL19A TOR yeast
Cc1cccc(CS(=O)(=O)Cc2ccc(C(=O)NCCN3CCCCC3C)o2)c1 (stereo unspecified),102,88,-3,-7,0,93,94,92
Cc1ccc(/C=C2/C(=O)N=C(N)N2C)s1,104,99,1,6,0,89,104,106
COc1ccc(CCNC(=O)CSc2nc3ccccc3o2)cc1OC,103,98,8,8,1,97,100,99
CC(=O)N1CCN(C2c3cccc4cccc(c34)C2NS(=O)(=O)c2ccccc2)CC1 (stereo unspecified),93,97,-8,-7&-10,0,93,99,99

# Source: PubChem (several laboratories)
